Compound activity: PubChem, several laboratories
RTF Ca sens act: cardiac RTF calcium sensitization; AID 493008; IANBD-labeled TnC RTF fluorescence at EC20 calcium; 0% EC20 calcium, 100% full calcium; hit rate 0.24% among 340,000; P19429+P45379; activation, % at 7.2 µM;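 active = activation above the mean over all tested compounds plus 3 SD, cut at about 30% in these data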;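 note: rise in fluorescence read as greater calcium sensitivity of cardiac thin filaments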
SR-BI HDL uptake: blocks mouse SR-BI lipid uptake from DiI-HDL. Q61009. ldlA[mSR-BI] CHO cells, DiI-HDL uptake fluorescence, 3 h. inhibition, % at 12.5 µM. hit rate 0.96% among 320,000;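 active = mean replicate inhibition of at least 70% and a set share of replicates each scoring 70 or more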;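 note: 0% = median of neutral control wells and 100% = median of positive control wells; values of inactives mirror those of a sister screen read the other way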
PvdQ inh: P. aeruginosa PvdQ acylase inhibition; purified PvdQ acylase, fluorescence plate reader; inhibition, % at 10 µM; hit rate 0.063% among 340,000; AID 488965; in the data active = inhibition above about 30%, passing the limit was not always enough;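 note: 0% = vehicle neutral wells and 100% = reference inhibitor wells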
Rtt109 HAT inh: C. albicans Rtt109 histone acetyltransferase inhibition; purified Rtt109/Vps75, ThioGlo CoA-SH fluorescence, 4 h; inhibition, % at 34.9 µM; hit rate 0.16% among 330,000; AID 540336;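 active = inhibition of at least 50% in every replicate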
HTR5A ag ctr: activates human HTR5A in OPRM1-OPRD1 agonist counter-screen; activation, % at 9.3 µM; AID 504692; hit rate 0.61% among 340,000; P47898; HTR5A agonist assay, luminescence, cell-based; in the data active = activation mostly above about 9.5%, no sharp cut-off; inactive = mostly below about 7.6%;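 note: 0% = cells with vehicle only and 100% = reference agonist; strong numbers were not always called active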
SR-BI uptake up: activators of SR-BI mediated HDL lipid uptake. hit rate 0.096% among 320,000. CHO ldlA[mSR-BI] cells, DiI-HDL uptake fluorescence, 3 h; 100 = double the neutral-control signal. activation, % at 12.5 µM;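 active = mean replicate activation of at least 60% and every replicate at or above 60%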;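 note: 0% = median plate neutral-control signal and 100% = twice that signal; values of inactives mirror those of a sister screen read the other way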
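Material: SR-BI-overexpressing, LDLR-lacking CHO cells; schedule: compound exposure 3 h, 37 °C; reagent: DiI-labelled HDL at 10 µg/mL final; technique: bottom-read fluorescence, 550/595 nm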
MITF act: MITF TRPM1 promoter activation in melanoma cells | SK-MEL-5 TRPM1-promoter luciferase, 24 h; % of positive control, neutral wells = 0 | activation, % at 12.5 µM | hit rate 0.75% among 300,000 | AID 588334;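 active = mean activation of at least 80% with every replicate also reaching 80%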;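 note: 0% = neutral control wells and 100% = parthenolide positive control wells; values of inactives mirror those of a sister screen read the other way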
CDK5 p35 inh: inhibitors of human CDK5/p35 kinase; Q00535+Q15078; AID 488839; hit rate 0.01% among 330,000; inhibition, % at 10 µM; Recombinant CDK5/p35, ADP-Glo luminescence, 60 min;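 active = highest replicate inhibition of at least 50% and at least 75% of replicates reaching 50%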;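 note: plate controls were DMSO neutral control for no effect and GW8510 at 10 µM for full effect; many of its hits are not listed in these tables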
Target sequence (Q00535 whole entry, looked up): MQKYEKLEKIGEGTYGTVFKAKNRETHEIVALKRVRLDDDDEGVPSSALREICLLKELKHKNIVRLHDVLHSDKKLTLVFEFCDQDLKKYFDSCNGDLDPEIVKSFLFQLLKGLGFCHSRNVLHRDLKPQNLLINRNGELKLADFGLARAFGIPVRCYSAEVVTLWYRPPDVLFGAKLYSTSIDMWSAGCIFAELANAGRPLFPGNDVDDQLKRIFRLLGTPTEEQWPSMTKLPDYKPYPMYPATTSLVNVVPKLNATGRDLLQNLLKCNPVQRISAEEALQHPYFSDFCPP
Target sequence (Q15078 whole entry, looked up): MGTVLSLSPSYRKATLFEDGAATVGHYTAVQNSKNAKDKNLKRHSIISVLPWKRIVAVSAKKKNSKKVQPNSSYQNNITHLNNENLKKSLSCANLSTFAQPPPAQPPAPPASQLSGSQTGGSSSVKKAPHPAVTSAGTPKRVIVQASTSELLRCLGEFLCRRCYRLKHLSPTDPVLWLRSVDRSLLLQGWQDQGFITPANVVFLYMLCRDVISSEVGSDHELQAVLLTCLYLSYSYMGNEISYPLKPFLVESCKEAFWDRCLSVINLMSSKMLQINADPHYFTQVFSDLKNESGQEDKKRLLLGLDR
Wnt act: activates Wnt/beta-catenin signaling in a reporter cell assay; activator, plate reader; activation, % at 9.35 µM; hit rate 1.2% among 300,000; in the data active = activation above about 30%, passing the limit was not always enough;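 note: 0% = neutral control wells and 100% = positive control wells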
dFosB act: activators of mouse delta FosB homodimer | activation, % at 25 µM | hit rate 0.99% among 340,000 | purified delta FosB, TAMRA-CDK5 oligo fluorescence polarization; percent of positive-control signal above neutral wells | P13346;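 active = mean activation above about 17%, with every replicate also reaching it, limit read from the data, passing the limit was not always enough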;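 note: fluorescence polarization rise as delta FosB binds a TAMRA Cdk5 AP-1 oligo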
Target sequence (P13346 whole entry, looked up): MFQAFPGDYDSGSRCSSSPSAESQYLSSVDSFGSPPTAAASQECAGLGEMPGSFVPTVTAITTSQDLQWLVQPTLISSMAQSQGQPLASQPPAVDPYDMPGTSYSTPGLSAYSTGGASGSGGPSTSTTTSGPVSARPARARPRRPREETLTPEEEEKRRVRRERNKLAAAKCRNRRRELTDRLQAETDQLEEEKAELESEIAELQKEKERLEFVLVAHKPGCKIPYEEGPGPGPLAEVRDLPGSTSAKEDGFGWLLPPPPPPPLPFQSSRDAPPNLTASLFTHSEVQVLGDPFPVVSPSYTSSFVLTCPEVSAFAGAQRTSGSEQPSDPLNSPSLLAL
* hit, by the source's call.

COC(=O)c1c(NC(NC(=O)CC(C)C)C(Cl)(Cl)Cl)sc2c1CCC2 (stereo not drawn) was read as RTF Ca sens act -22.5, SR-BI HDL uptake 29.8, PvdQ inh -5.0, Rtt109 HAT inh -3.6, HTR5A ag ctr 2.5, SR-BI uptake up -29.8, MITF act -0.6, CDK5 p35 inh 1.0, Wnt act -7.6 and dFosB act 6.0.
`O=C(Nc1ccccc1C(=O)NCc1cccnc1)c1ccc(Cl)cc1Cl` gave RTF Ca sens act 10.9, SR-BI HDL uptake -9.3, PvdQ inh -21.7, Rtt109 HAT inh 1.0, HTR5A ag ctr -0.1, SR-BI uptake up 9.3, MITF act 1.6, CDK5 p35 inh -3.4, Wnt act -1.8 and dFosB act -5.7.
For O=C(c1ccc2ncsc2c1)N1CCN(c2ccc(O)cc2)CC1 the results were RTF Ca sens act 13.3, SR-BI HDL uptake -2.5, PvdQ inh -11.9, Rtt109 HAT inh 7.0, HTR5A ag ctr -0.5, SR-BI uptake up 2.5, MITF act -5.9, CDK5 p35 inh 1.4 and dFosB act -12.5.
Screening CCN(CC)S(=O)(=O)c1cc(NC(=O)C(C)Nc2ccccc2N2CCOCC2)ccc1C (stereo not drawn) returned RTF Ca sens act 6.2, SR-BI HDL uptake 18.5, PvdQ inh 8.7, Rtt109 HAT inh 16.8, HTR5A ag ctr -3.0, SR-BI uptake up -18.5, MITF act -4.7, CDK5 p35 inh 0.2, Wnt act -1.6 and dFosB act -2.0.
For C/C(=N\NC(=O)c1ccc(Br)cc1)c1cccc(NC(=O)c2cccnc2)c1 the results were RTF Ca sens act -4.0, SR-BI HDL uptake 29.0, PvdQ inh -5.1, Rtt109 HAT inh 1.9, HTR5A ag ctr 2.0, SR-BI uptake up -29.0, MITF act 28.8, CDK5 p35 inh 2.6, Wnt act 17.7 and dFosB act -4.0.
For O=C(COC(=O)C1COc2ccccc2O1)NC(=O)NC1CCCC1 (stereo not drawn) the results were RTF Ca sens act -7.9, SR-BI HDL uptake -13.2, PvdQ inh -5.4, Rtt109 HAT inh -6.4, HTR5A ag ctr -9.1, SR-BI uptake up 13.2, MITF act 1.0, CDK5 p35 inh -0.4 and dFosB act 4.3.
`COc1ccc(N2CCN(C(=O)c3cn(Cc4ccccc4)nc3-c3cccnc3)CC2)cc1` gave RTF Ca sens act -4.9, SR-BI HDL uptake -13.6, PvdQ inh 1.5, Rtt109 HAT inh 12.9, HTR5A ag ctr -3.9, SR-BI uptake up 13.6, MITF act 7.2, CDK5 p35 inh 0.0, Wnt act -1.1 and dFosB act -11.6.
CC(=O)Nc1ccc(C(=O)N2CCCc3ccccc32)cc1 was read as RTF Ca sens act 3.7, SR-BI HDL uptake 26.5, PvdQ inh 2.4, Rtt109 HAT inh 11.7, HTR5A ag ctr -1.7, SR-BI uptake up -26.5, MITF act -7.1, CDK5 p35 inh -1.1, Wnt act -2.0 and dFosB act -6.8.
Screening CS(=O)(=O)N(CC(=O)N1CCN(Cc2ccccc2)CC1)c1cccc(F)c1 returned RTF Ca sens act 3.8, SR-BI HDL uptake -29.7, PvdQ inh -14.6, Rtt109 HAT inh -14.1, HTR5A ag ctr 3.1, SR-BI uptake up 29.7, MITF act 6.7, CDK5 p35 inh 0.5, Wnt act -1.4 and dFosB act 0.6.
For O=C(CCCn1c(=O)[nH]c2cc(Cl)ccc2c1=O)NCC1CCCO1 (stereo not drawn) the results were RTF Ca sens act -8.1, SR-BI HDL uptake -27.2, PvdQ inh -1.3, Rtt109 HAT inh -1.6, HTR5A ag ctr -0.8, SR-BI uptake up 27.2, MITF act -14.9, CDK5 p35 inh -1.0 and dFosB act 1.3.
Screening COc1cc(NC(=O)c2ccc(Br)o2)ccc1NC(=O)C(C)C returned RTF Ca sens act 2.9, SR-BI HDL uptake 71.0*, PvdQ inh 4.1, Rtt109 HAT inh -1.7, HTR5A ag ctr 5.3, SR-BI uptake up -71.0, MITF act 18.1, CDK5 p35 inh -1.0 and dFosB act -1.4.
For CC(C)C[C@H](NC(=O)N1CCn2c1nc1ccccc12)C(=O)N[C@@H](C(=O)O)c1ccccc1 the results were RTF Ca sens act 0.7, SR-BI HDL uptake -24.1, PvdQ inh -11.5, Rtt109 HAT inh 6.5, SR-BI uptake up 24.1, MITF act 9.8, CDK5 p35 inh -2.3, Wnt act -4.6 and dFosB act -7.5.
`O=C1N[C@@H](c2ccccc2)COC(=O)[C@@H](Cc2ccc(F)cc2)CC/C=C/C[C@@H]1CC(=O)N(CCO)Cc1ccccc1` gave RTF Ca sens act -5.8, SR-BI HDL uptake -4.2, PvdQ inh -9.5, Rtt109 HAT inh -0.1, HTR5A ag ctr -1.3, SR-BI uptake up 4.2, MITF act -8.2, CDK5 p35 inh -2.2, Wnt act -1.3 and dFosB act -16.7.
Screening Cc1ccc(CNC(=O)COc2ccc(C(=O)c3ccc(F)cc3)cc2)cc1 returned RTF Ca sens act -0.1, SR-BI HDL uptake -11.5, PvdQ inh 12.5, Rtt109 HAT inh 7.1, HTR5A ag ctr 8.4, SR-BI uptake up 11.5, MITF act -0.8, CDK5 p35 inh -0.4, Wnt act -1.8 and dFosB act 2.6.
Screening CCN(CCCNC(=O)CCNC(=O)Cn1cnc2ccccc2c1=O)c1cccc(C)c1 returned RTF Ca sens act 7.4, SR-BI HDL uptake -6.9, PvdQ inh -13.7, Rtt109 HAT inh 7.3, HTR5A ag ctr 1.7, SR-BI uptake up 6.9, MITF act -4.4, CDK5 p35 inh 0.8, Wnt act -7.6 and dFosB act -13.5.
O=c1c2ccccc2nc(SCc2nc3ccccc3s2)n1CCCO was read as RTF Ca sens act 10.3, SR-BI HDL uptake 3.0, PvdQ inh 2.1, Rtt109 HAT inh 6.5, HTR5A ag ctr -0.9, SR-BI uptake up -3.0, MITF act 73.8, CDK5 p35 inh 1.1, Wnt act 41.0* and dFosB act -11.4.
For Nc1nnc(CC(=O)N/N=C/c2ccc(-c3ccccc3)o2)s1 the results were RTF Ca sens act -3.3, SR-BI HDL uptake 17.6, PvdQ inh 0.6, Rtt109 HAT inh 3.0, HTR5A ag ctr -1.4, SR-BI uptake up -17.6, MITF act 2.6, CDK5 p35 inh -0.8, Wnt act 5.6 and dFosB act -2.1.
CCOc1ccc(Br)cc1S(=O)(=O)NCc1ccc(S(N)(=O)=O)cc1 was read as RTF Ca sens act 0.1, SR-BI HDL uptake 2.2, PvdQ inh -6.8, Rtt109 HAT inh 8.1, HTR5A ag ctr 1.6, SR-BI uptake up -2.2, MITF act 6.4, CDK5 p35 inh -0.4, Wnt act -1.1 and dFosB act -4.8.
`COc1ccc(SCc2noc(C(=O)NC(C)C)c2C(=O)O)cc1` gave RTF Ca sens act 5.9, SR-BI HDL uptake -1.2, PvdQ inh -4.2, Rtt109 HAT inh -1.6, HTR5A ag ctr 11.6, SR-BI uptake up 1.2, MITF act 4.8, CDK5 p35 inh -1.3, Wnt act -0.8 and dFosB act -6.0.
Screening O=C(O)c1cn(-c2ccccc2)nc1C(=O)O returned RTF Ca sens act -1.6, SR-BI HDL uptake -2.8, PvdQ inh -18.7, Rtt109 HAT inh 10.1, HTR5A ag ctr 1.4, SR-BI uptake up 2.8, MITF act -12.7, CDK5 p35 inh 0.4, Wnt act -6.4 and dFosB act -6.3.
O=C(c1nc2ccccn2c1CN1CCCC(O)C1)N1CCN(C2CCCCC2)CC1 (stereo not drawn) was read as RTF Ca sens act -0.2, SR-BI HDL uptake -42.7, PvdQ inh 5.7, Rtt109 HAT inh 15.7, HTR5A ag ctr 1.5, SR-BI uptake up 42.7, MITF act -4.3, CDK5 p35 inh 0.6, Wnt act 1.1 and dFosB act -3.9.
Screening CCCc1cc(C(=O)N2CCCC(N3CCN(c4ccccc4F)CC3)C2)n(C)n1 (stereo not drawn) returned RTF Ca sens act 0.9, SR-BI HDL uptake 39.6, PvdQ inh -11.3, Rtt109 HAT inh -13.5, HTR5A ag ctr 1.3, SR-BI uptake up -39.6, MITF act -15.6, CDK5 p35 inh -1.7, Wnt act -2.0 and dFosB act -9.6.
For CCOC(=O)c1cccc(NC(=O)CSc2nnc(COc3ccc(Cl)cc3)o2)c1 the results were RTF Ca sens act 3.6, SR-BI HDL uptake 15.5, PvdQ inh -10.3, Rtt109 HAT inh -1.7, HTR5A ag ctr -2.8, SR-BI uptake up -15.5, CDK5 p35 inh 0.3, Wnt act -5.2 and dFosB act 6.8.
CCOC(=O)c1c(C)[nH]c(C)c1C(=O)COC(=O)c1ccccc1O was read as RTF Ca sens act 4.0, SR-BI HDL uptake -9.1, PvdQ inh -9.6, Rtt109 HAT inh -2.6, HTR5A ag ctr -5.6, SR-BI uptake up 9.1, MITF act 3.1, CDK5 p35 inh 0.6 and dFosB act -5.7.
Screening COC(=O)C1=C(C)N(Cc2ccccc2)C(=NCCc2cccnc2)N[C@H]1c1ccc(Br)cc1 returned RTF Ca sens act 8.0, SR-BI HDL uptake -18.8, PvdQ inh -0.7, Rtt109 HAT inh -10.8, HTR5A ag ctr -1.1, SR-BI uptake up 18.8, MITF act -79.6, CDK5 p35 inh 0.1 and dFosB act 14.9.
Screening Cc1cc(C)n(CCNS(=O)(=O)c2ccc(C)c(C)c2)n1 returned RTF Ca sens act -6.6, SR-BI HDL uptake -17.0, PvdQ inh -7.3, Rtt109 HAT inh -4.2, HTR5A ag ctr -2.7, SR-BI uptake up 17.0, MITF act 10.0, CDK5 p35 inh -0.4, Wnt act -0.5 and dFosB act -1.6.
For CCN(CC#CCC1(O)c2ccccc2-c2ccccc21)C(C)C the results were RTF Ca sens act -11.9, SR-BI HDL uptake -15.4, PvdQ inh 14.0, Rtt109 HAT inh 12.4, HTR5A ag ctr -1.0, SR-BI uptake up 15.4, MITF act -6.4, CDK5 p35 inh 0.8 and dFosB act 0.7.
`CCC1CCCCN1C(=O)COC(=O)c1cc(C)nc2ccccc12` (stereo not drawn) gave RTF Ca sens act -5.6, SR-BI HDL uptake 12.7, PvdQ inh -9.6, Rtt109 HAT inh -4.8, HTR5A ag ctr 2.8, MITF act 1.7, CDK5 p35 inh 0.6, Wnt act 1.2 and dFosB act -10.6.
Screening COc1cc(OC)nc(NC(=O)COC(=O)c2cccc(Cl)c2)n1 returned RTF Ca sens act 5.7, SR-BI HDL uptake -3.6, PvdQ inh 8.9, Rtt109 HAT inh -2.9, HTR5A ag ctr -4.3, SR-BI uptake up 3.6, MITF act 10.0, CDK5 p35 inh -0.4, Wnt act -0.1 and dFosB act 14.5.
For COc1cc2ccccc2cc1C(=O)NC1CCCCC1 the results were RTF Ca sens act 0.7, SR-BI HDL uptake 35.0, PvdQ inh -7.5, Rtt109 HAT inh 5.0, HTR5A ag ctr 6.4, SR-BI uptake up -35.0, MITF act 73.9, CDK5 p35 inh 0.7, Wnt act 23.7 and dFosB act -1.0.
